TDP43 rescue: qHTS of TDP-43 Inhibitors | Potency, µM (titrated, usually from 46.1 µM), inactives show at the top dose growth rescue (activation), actives largely listed as activators | AID 652104, 2013 | TDP-43 expressing yeast growth rescue, BacTiter-Glo, 24 h | actives 1.8% (n = 410,000); note: % of control where 0% means no effect; nearly all actives have a fitted effect of over 50% in size
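Luminescence from BacTiter-Glo reports growth of TDP-43-expressing yeast after 24 hr at 30 deg C with compound. Cells were raffinose-pregrown to mid-log, then seeded in galactose medium at OD600=0.02.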
GLP-1R inv ag: qHTS of GLP-1 Receptor Inverse Agonists (Inhibition Mode). Glucagon-like peptide 1 receptor (Homo sapiens), P43220. HEK293 GLP-1R CRE-luciferase, luminescence, 24 h; GLP-1R form is constitutively active. actives 1.6% (n = 410,000). Potency, µM (series often up to 38.3 µM), inactives show top-dose activity change, negative = inhibition, actives largely listed as inhibitors; note: % is set by controls: 0 for no effect and ±100 for the full control effect; nearly all actives have a fitted effect of over 55% in size
Target sequence (P43220 whole entry, looked up): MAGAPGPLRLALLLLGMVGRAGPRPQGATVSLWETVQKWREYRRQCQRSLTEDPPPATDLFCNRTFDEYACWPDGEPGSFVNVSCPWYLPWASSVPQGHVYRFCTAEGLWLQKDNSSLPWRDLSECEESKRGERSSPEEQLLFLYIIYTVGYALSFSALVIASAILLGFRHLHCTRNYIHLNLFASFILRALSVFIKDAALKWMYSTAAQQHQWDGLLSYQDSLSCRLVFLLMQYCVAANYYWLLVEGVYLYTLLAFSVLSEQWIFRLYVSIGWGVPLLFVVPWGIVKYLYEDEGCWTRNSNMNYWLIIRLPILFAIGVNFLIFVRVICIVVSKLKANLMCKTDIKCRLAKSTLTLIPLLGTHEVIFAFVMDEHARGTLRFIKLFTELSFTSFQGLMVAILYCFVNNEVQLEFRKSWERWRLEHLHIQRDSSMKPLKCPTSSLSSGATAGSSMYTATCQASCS
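Inverse agonists were sought by their lowering of basal cAMP reporter luciferase output in HEK293 cells stably carrying constitutively active human GLP-1R, after 24 h compound treatment.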
GLP1R ag: qHTS of GLP-1 Receptor Agonists; actives 0.007% (n = 380,000); Potency, µM (series often up to 45.6 µM), without a hit: at the highest dose activation, most hits filed as activators; HEK293 GLP-1R CRE-luciferase, luminescence, 4-6 h; cells express a hypersensitive GLP-1R form; note: % of control where 0% means no effect
KB-3-1 cytotox: qHTS assay for MDR1-selective chemotherapeutics: Primary screen using the parental adenocarcinoma cell KB-3-1; actives 1.4% (n = 400,000); Potency, µM (titrated, usually from 46.1 µM), without a hit: at the highest dose activity change, negative = cytotoxic, usual class: cytotoxic; AID 1347075, 2019; KB-3-1 viability, CellTiter-Glo ATP luminescence, 72 h; note: % is set by controls: 0 for no effect and ±100 for the full control effect; nearly all actives have a fitted effect of over 60% in size
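KB-3-1 parental drug-naive adenocarcinoma cells in DMEM/10% FBS, incubated 72 h at 37 C with pin-transferred compounds across a concentration series. Viability by CellTiter-Glo luminescence; concentration-response curves fitted after normalization.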
SW480 rereplic: A quantitative high throughput screen for small molecules that induce DNA re-replication in SW480 colon adenocarcinoma cells | SW480 DNA re-replication, Hoechst DNA content imaging, 48 h | Potency, µM (top dose mostly 46.1 µM), for the others: at the highest dose re-replication activation, hits mostly activators | actives 1.8% (n = 340,000) | AID 624297, 2012; note: % of control where 0% means no effect; nearly all actives have a fitted effect of over 55% in size
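Hoechst fluorescence of nuclei (405 nm excitation, 500-530 nm emission) measured by plate-scanning imager after 48 hr compound exposure at 37 C; re-replication scored as increased number of nuclei with elevated intensity.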
HT1080-NT tox: qHTS for induction of synthetic lethality in tumor cells producing 2HG: qHTS for the HT-1080-NT fibrosarcoma cell line | HT-1080-NT fibrosarcoma viability, CellTiter-Glo ATP luminescence, 48 h | Potency, µM (top dose mostly 46.1 µM), without a hit: at the top dose activity, negative = less viability, hits mostly cytotoxic | actives 1.6% (n = 360,000);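 note: NT is the 2HG producing partner of a matched IDH1 knockdown line; 0% = DMSO-treated cells and -100% = media-only wells without cells; nearly all actives have a fitted effect of over 55% in size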
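Toxicity toward the 2HG-producing NT line was scored as %Activity, normalised to DMSO and no-cell wells, from CellTiter-Glo luminescence after 48 hours' treatment.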
KB-V1 cytotox: qHTS assay for MDR1-selective chemotherapeutics: Primary screen using the drug-selected MDR subline cells KB-V1. Potency, µM (top dose mostly 46.1 µM), without a hit: top-dose activity change, negative = cytotoxicity, usual class: cytotoxic. KB-V1 MDR cells viability, CellTiter-Glo, 72 h. actives 3.4% (n = 400,000); note: % is set by controls: 0 for no effect and ±100 for the full control effect; nearly all actives have a fitted effect of over 60% in size
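Following 72 h at 37 degrees C with compound, KB-V1 cell viability was read by CellTiter-Glo luminescence, medium being phenol-red-free DMEM plus 10% FBS; concentration-response parameters came from normalized, curve-fitted qHTS data.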
GLP1R cytotox: qHTS of GLP-1 Receptor Inverse Agonists: Cytotox Screen; HEK293 cAMP-luciferase reporter cells, luminescence, 24 h; Potency, µM (series often up to 38.3 µM), without a hit: at the top dose activity change, negative = inhibition, actives largely listed as inhibitors; actives 0.13% (n = 410,000); AID 624418, 2012;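 note: loss of luciferase light is scored as toxicity; % is set by controls: 0 for no effect and ±100 for the full control effect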
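MLSMR compounds, 24 hr on cells at 37 deg C/5% CO2; luminescence after luciferase reagent (12 min RT). Inhibition counted as the undesired cytotoxic outcome.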
HT1080 IDH1KD tx: qHTS for induction of synthetic lethality in tumor cells producing 2HG: qHTS for the HT-1080-IDH1KD cell line. HT-1080 IDH1 knockdown viability, ATP luminescence, 48 h. Potency, µM (doses to about 46.1 µM), for inactives: at the highest dose activity, negative = toxicity, most hits filed as cytotoxic. actives 2% (n = 360,000);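 note: 0% = DMSO wells and -100% = cell-free medium wells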
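Assay cells: HT-1080 with IDH1 knockdown, 750 per well, RPMI/5% FBS. Exposure: 48 h at 37 °C following 2 h pre-incubation. Read: CellTiter-Glo luminescence; fitted concentration-response, curve class assigned.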
Numbers without * were called inactive; & = joins results of further samples; ! = not confirmed by another sample; [ ] = another dose, or the depositor's remark. Calls come from the whole dose curve; as a rule, active = well fitted curve in the direction sought with a large enough effect; inconclusive = small, poorly fitted or top-dose-only effect, or another doubt; inactive = no such curve, though single readings can be large; an effect the other way counts as inactive or inconclusive. Potency is the fitted concentration of half-maximal effect. These rows are one share of the data. The share of hits here may be higher or lower than overall.

Screening Cc1ccc(C)c(NC(=O)CSc2nnc([C@@H](N)Cc3c[nH]c4ccccc34)o2)c1 returned TDP43 rescue 0%, GLP-1R inv ag 7%, GLP1R ag -3%, KB-3-1 cytotox -1%, SW480 rereplic 9%, HT1080-NT tox 9%, KB-V1 cytotox -29%, GLP1R cytotox 3% and HT1080 IDH1KD tx 3%.
CC1(C(=O)O)CCCC2(C)c3cc(O)ccc3CCC12 (stereo unspecified) was read as TDP43 rescue 25%, GLP-1R inv ag inconclusive, GLP1R ag -7%, KB-3-1 cytotox -6%, SW480 rereplic -13%, HT1080-NT tox -2%, KB-V1 cytotox 3%, GLP1R cytotox 4% and HT1080 IDH1KD tx -4%.
CC(C)c1ccc2c(c1)CC[C@H]1[C@](C)(CN)CCC[C@]21C was read as TDP43 rescue -18%&0%, GLP-1R inv ag inconclusive, GLP1R ag -2%&-9%, KB-3-1 cytotox inconclusive, SW480 rereplic inconclusive, HT1080-NT tox 18µM*, KB-V1 cytotox inconclusive, GLP1R cytotox 4%&27% and HT1080 IDH1KD tx 21µM*!.
Cc1ccc2cc(CN(CC3CCCO3)S(=O)(=O)c3ccccc3)c3nnnn3c2c1 (stereo unspecified) was read as TDP43 rescue -3%, GLP-1R inv ag -15%, GLP1R ag 9%, KB-3-1 cytotox -12%, SW480 rereplic 0%, HT1080-NT tox -5%, KB-V1 cytotox 3%, GLP1R cytotox inconclusive and HT1080 IDH1KD tx -12%.
`CC(=O)OC(CC(=O)O)C[N+](C)(C)C` (stereo unspecified) gave TDP43 rescue inconclusive, GLP-1R inv ag -5%, GLP1R ag -2%, KB-3-1 cytotox 0%, SW480 rereplic 0%, HT1080-NT tox 0%, KB-V1 cytotox 1%, GLP1R cytotox -15% and HT1080 IDH1KD tx 14%.
`CCOC(=O)[C@]12Cc3ccc(C)cc3[C@H]1N(C1CCCCC1)C(=O)c1cc(OC)ccc12` gave TDP43 rescue -93%[inhibitor], GLP-1R inv ag inconclusive, GLP1R ag -12%, KB-3-1 cytotox inconclusive, HT1080-NT tox 4.1µM*, KB-V1 cytotox 4.6µM*, GLP1R cytotox 11µM* and HT1080 IDH1KD tx 3.3µM*.
For COc1ccc(CNC(=O)C(NC(C)=O)C(C)C)cc1OC (stereo unspecified) the results were TDP43 rescue 5%, GLP-1R inv ag 7%, GLP1R ag -4%, KB-3-1 cytotox 17%, SW480 rereplic -26%, HT1080-NT tox 13%, KB-V1 cytotox inconclusive, GLP1R cytotox 8% and HT1080 IDH1KD tx 22%.
CN(C)Cc1c[nH]c2ccc([N+](=O)[O-])cc12 was read as TDP43 rescue -3%, GLP-1R inv ag -23%, GLP1R ag 0%, KB-3-1 cytotox -3%, SW480 rereplic 0%, HT1080-NT tox -6%, KB-V1 cytotox 1%, GLP1R cytotox inconclusive and HT1080 IDH1KD tx -8%.
For CCN1C[C@]2(CO)CC[C@H](OC)[C@@]34C2[C@H](OC)[C@@](O)(C13)[C@@]1(O)C[C@H](OC)[C@H]2C[C@@H]4[C@@H]1[C@H]2OC the results were TDP43 rescue 13%, GLP-1R inv ag 20%, GLP1R ag 25%, KB-3-1 cytotox 14%, SW480 rereplic -1%, HT1080-NT tox 10%, KB-V1 cytotox 13%, GLP1R cytotox -5% and HT1080 IDH1KD tx 0%.
Screening COC(=O)C1=C(c2ccc(-c3ccccc3)c(F)c2)C[C@@H]2CC[C@H]1N2C(=O)NCCO returned TDP43 rescue 1%, GLP-1R inv ag 3%, GLP1R ag 0%, KB-3-1 cytotox inconclusive, SW480 rereplic 0%, HT1080-NT tox 9%, KB-V1 cytotox inconclusive, GLP1R cytotox -2% and HT1080 IDH1KD tx -1%.
For Cc1ccc(C(=O)SC2=NCCS2)cc1 the results were TDP43 rescue -20%, GLP-1R inv ag -6%, GLP1R ag -20%, KB-3-1 cytotox 1%, SW480 rereplic -14%, HT1080-NT tox -28%, KB-V1 cytotox 19%, GLP1R cytotox -12% and HT1080 IDH1KD tx inconclusive.
Screening CC1=NN(c2ccccc2)C(=O)/C1=C/c1c(O)[nH]c(=O)[nH]c1=O returned TDP43 rescue 5%, GLP-1R inv ag -1%, GLP1R ag -7%, KB-3-1 cytotox -9%, SW480 rereplic -5%, HT1080-NT tox 14%, KB-V1 cytotox -3%, GLP1R cytotox -4% and HT1080 IDH1KD tx inconclusive.
`CCCOC(=O)Nc1ccc([As](=O)(O)O)cc1NC(=O)OCCC` gave TDP43 rescue -9%, GLP-1R inv ag 3%, GLP1R ag 3%, KB-3-1 cytotox -2%, SW480 rereplic -7%, HT1080-NT tox -1%, KB-V1 cytotox -22%, GLP1R cytotox 11% and HT1080 IDH1KD tx 14%.
`CCCN1CCC[C@H](c2cccc(O)c2)C1` gave TDP43 rescue 3%, GLP-1R inv ag 10%, GLP1R ag 18%&-3%, KB-3-1 cytotox 0%, SW480 rereplic -7%&4%, HT1080-NT tox 10%, KB-V1 cytotox -3%, GLP1R cytotox 2% and HT1080 IDH1KD tx -5%.
COc1ccc(N=C(C)c2c(O)[nH]c(=O)[nH]c2=O)cc1 was read as TDP43 rescue 11%, GLP-1R inv ag 25%, GLP1R ag 21%, KB-3-1 cytotox 0%, SW480 rereplic -91%[inhibitor], HT1080-NT tox inconclusive, KB-V1 cytotox inconclusive, GLP1R cytotox -17% and HT1080 IDH1KD tx inconclusive.
Screening O=c1[nH]c(=O)n(-c2ccccc2F)c(O)c1/C=C1\C=Nc2ccccc21 returned TDP43 rescue 19%, GLP-1R inv ag 2%, GLP1R ag 0%, KB-3-1 cytotox 11%, SW480 rereplic 6%, HT1080-NT tox -24%, KB-V1 cytotox 5%, GLP1R cytotox 6% and HT1080 IDH1KD tx -15%.
For CC(C)CCOP(N)(=O)Oc1ccccc1 (stereo unspecified) the results were TDP43 rescue 17%, GLP-1R inv ag 9%, GLP1R ag 2%, KB-3-1 cytotox 9%, SW480 rereplic -16%, HT1080-NT tox 6%, KB-V1 cytotox inconclusive, GLP1R cytotox -2% and HT1080 IDH1KD tx 7%.
`COc1ccc(-n2c(SC)nc3ccccc3c2=O)cc1` gave TDP43 rescue 8%, GLP-1R inv ag inconclusive, GLP1R ag -2%, KB-3-1 cytotox -2%, SW480 rereplic 0%, HT1080-NT tox 1%, KB-V1 cytotox -5%, GLP1R cytotox -8% and HT1080 IDH1KD tx -1%.
For CC(C)Sc1nnc([C@@H](N)Cc2c[nH]c3ccccc23)o1 the results were TDP43 rescue 11%, GLP-1R inv ag 3%, GLP1R ag 4%, KB-3-1 cytotox 0%, SW480 rereplic -4%, HT1080-NT tox -6%, KB-V1 cytotox 18µM*, GLP1R cytotox -10% and HT1080 IDH1KD tx -1%.
CCCCC(CC)COC(=O)CCCCC(=O)OCC(CC)CCCC (stereo unspecified) was read as TDP43 rescue 11%, GLP-1R inv ag -5%, GLP1R ag 15%, KB-3-1 cytotox 0%, SW480 rereplic -45%[inhibitor], HT1080-NT tox -17%, KB-V1 cytotox 5%, GLP1R cytotox 4% and HT1080 IDH1KD tx 0%.
Screening CC(=NCc1ccc2c(c1)OCO2)c1c(O)[nH]c(=O)[nH]c1=O returned TDP43 rescue -10%, GLP-1R inv ag 82%[activator], GLP1R ag inconclusive, KB-3-1 cytotox inconclusive, SW480 rereplic 6%[9.22 µM], HT1080-NT tox inconclusive, KB-V1 cytotox -5%, GLP1R cytotox 4% and HT1080 IDH1KD tx 21µM*.
`COC(=O)C1=C(c2cccc(OC)c2OC)C[C@@H]2CC[C@H]1N2C(=O)NC1CCCCC1` gave TDP43 rescue 16%, GLP-1R inv ag 18%, GLP1R ag -1%, KB-3-1 cytotox -6%, SW480 rereplic -4%, HT1080-NT tox 4%, KB-V1 cytotox -12%, GLP1R cytotox 2% and HT1080 IDH1KD tx 12%.
For Cc1ccc(-n2nc(C)c3c2NC(=O)CSC3c2ccc(O)cc2)cc1Cl (stereo unspecified) the results were TDP43 rescue -9%, GLP-1R inv ag inconclusive, KB-3-1 cytotox 23µM*, KB-V1 cytotox 4% and GLP1R cytotox -1%.

Ordered by molecular weight (lowest first): three of the compounds above.
Screening CC(=NCc1ccc2c(c1)OCO2)c1c(O)[nH]c(=O)[nH]c1=O returned TDP43 rescue -10%, GLP-1R inv ag 82%[activator], GLP1R ag inconclusive, KB-3-1 cytotox inconclusive, SW480 rereplic 6%[9.22 µM], HT1080-NT tox inconclusive, KB-V1 cytotox -5%, GLP1R cytotox 4% and HT1080 IDH1KD tx 21µM*.
Screening O=c1[nH]c(=O)n(-c2ccccc2F)c(O)c1/C=C1\C=Nc2ccccc21 returned TDP43 rescue 19%, GLP-1R inv ag 2%, GLP1R ag 0%, KB-3-1 cytotox 11%, SW480 rereplic 6%, HT1080-NT tox -24%, KB-V1 cytotox 5%, GLP1R cytotox 6% and HT1080 IDH1KD tx -15%.
CCCCC(CC)COC(=O)CCCCC(=O)OCC(CC)CCCC (stereo unspecified) was read as TDP43 rescue 11%, GLP-1R inv ag -5%, GLP1R ag 15%, KB-3-1 cytotox 0%, SW480 rereplic -45%[inhibitor], HT1080-NT tox -17%, KB-V1 cytotox 5%, GLP1R cytotox 4% and HT1080 IDH1KD tx 0%.
